Bioassay records from PubChem BioAssay.
CHRM5 agonist: agonists of human muscarinic M5 receptor (CHRM5); P08912; CHO-K1 hM5 cells, Fluo-8 calcium fluorescence; 0% DMSO wells, 100% maximal acetylcholine response; activation, % at 3 µM; 360,000 compounds, 0.19% hits; AID 624037;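 active means activation above the run's mean over test compounds plus 3 SD, cut at about 23% in these data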;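 further: signal is peak over basal fluorescence ratio across the kinetic read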
CRFR2-BP antag: CRF-BP/CRF-R2 complex antagonism. AID 588475. HEK293 CRF-R2/CRF-BP, CRF-induced calcium fluorescence. inhibition, % at 11.8 µM. 350,000 compounds, 0.59% hits;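 active means inhibition of the ligand-induced calcium signal above about 50% at the single tested concentration, limit read from the data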
CHRM4 PAM: potentiates acetylcholine response at human M4 receptor. P08173. CHO-K1 hM4/Gqi5, Fluo-8 calcium fluorescence, ACh EC20; 0% = ACh EC20, 100% = maximal ACh. activation, % at 3 µM. 360,000 compounds, 0.4% hits. AID 624126;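 active means activation above its plate's cutoff, the mean activation of sample wells plus 3 SD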; further: some results filed as inactive read as strong as hits
Target sequence (P08173 whole entry, looked up): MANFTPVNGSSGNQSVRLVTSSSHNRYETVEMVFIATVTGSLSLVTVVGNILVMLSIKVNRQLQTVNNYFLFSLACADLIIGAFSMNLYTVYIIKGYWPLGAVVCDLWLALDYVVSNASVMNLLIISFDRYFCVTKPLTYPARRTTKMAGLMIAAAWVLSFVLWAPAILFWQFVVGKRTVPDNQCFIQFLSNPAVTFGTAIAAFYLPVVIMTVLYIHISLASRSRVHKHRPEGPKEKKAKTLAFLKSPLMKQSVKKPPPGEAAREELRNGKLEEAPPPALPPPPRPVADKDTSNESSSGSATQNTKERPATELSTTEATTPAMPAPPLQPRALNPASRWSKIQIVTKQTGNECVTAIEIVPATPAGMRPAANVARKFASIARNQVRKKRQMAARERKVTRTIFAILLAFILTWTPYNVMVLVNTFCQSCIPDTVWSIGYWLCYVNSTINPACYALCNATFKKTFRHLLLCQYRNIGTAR
CHRM5 antagonist: CHRM5 antagonism in calcium assay | P08912 | CHO-hM5 cells, Fluo-8 calcium fluorescence, ACh EC80 | inhibition, % at 3 µM | 360,000 compounds, 0.59% hits;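 active means inhibition above a per-plate cutoff, the mean of that plate's test compounds plus 3 SD, cut at about 27% in these data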;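 further: 0% = acetylcholine EC80 with DMSO and 100% = DMSO without agonist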
M4 ag: CHRM4 agonism in calcium assay; P08173; CHO-K1 hM4/Gqi5, Fluo-8 calcium fluorescence; vehicle 0%, full acetylcholine response 100%; activation, % at 3 µM; 360,000 compounds, 0.14% hits;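 active means activation above the run mean over all test wells plus 3 SD, cut at about 32% in these data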;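 further: peak over basal fluorescence ratio per well then scaled between controls; 0% = DMSO wells and 100% = acetylcholine at EC100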
M5 PAM: positive allosteric modulators of human muscarinic M5 receptor | P08912 | CHO-K1 hM5, Fluo-8 calcium, ACh EC20 PAM; 0% = ACh EC20, 100% = ACh EC100 | activation, % at 3 µM | 360,000 compounds, 0.3% hits | AID 624038;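 active means activation above the run cutoff, the mean activation of all test compounds plus 3 SD, cut at about 18% in these data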
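Test system: CHO-K1 hM5 cells / Doses: single-point, 3 µM nominal / Times: Post-acetylcholine fluorescence recording 140 s / Technique: Fluo-8 calcium fluorescence / Measure: Max/basal fluorescence ratio as % of EC20–EC100 ACh window / Benchmarks: low control EC20 acetylcholine (0%), high control EC100 acetylcholine (100%) / Replicates: one well per compound, no replicates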
CHRM4 antagonist: antagonists of human muscarinic M4 receptor (CHRM4); CHO-hM4 cells, ACh EC80, Fluo-8 calcium fluorescence; inhibition, % at 3 µM; 360,000 compounds, 0.73% hits;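 active means inhibition above its plate's cutoff, the mean inhibition of sample wells plus 3 SD, cut at about 27% in these data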;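 further: 0% = acetylcholine EC80 with DMSO and 100% = DMSO without agonist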
M1 PAM: potentiates human M1 receptor response to acetylcholine | AID 588819 | CHO-K1 hM1, Fluo-8 calcium fluorescence, ACh EC20; 0% = ACh EC20, 100% = maximal ACh | 360,000 compounds, 0.088% hits | activation, % at 3 µM | P11229; in the data active means activation above about 19%, passing the limit was not always enough
Target sequence (P11229 whole entry, looked up): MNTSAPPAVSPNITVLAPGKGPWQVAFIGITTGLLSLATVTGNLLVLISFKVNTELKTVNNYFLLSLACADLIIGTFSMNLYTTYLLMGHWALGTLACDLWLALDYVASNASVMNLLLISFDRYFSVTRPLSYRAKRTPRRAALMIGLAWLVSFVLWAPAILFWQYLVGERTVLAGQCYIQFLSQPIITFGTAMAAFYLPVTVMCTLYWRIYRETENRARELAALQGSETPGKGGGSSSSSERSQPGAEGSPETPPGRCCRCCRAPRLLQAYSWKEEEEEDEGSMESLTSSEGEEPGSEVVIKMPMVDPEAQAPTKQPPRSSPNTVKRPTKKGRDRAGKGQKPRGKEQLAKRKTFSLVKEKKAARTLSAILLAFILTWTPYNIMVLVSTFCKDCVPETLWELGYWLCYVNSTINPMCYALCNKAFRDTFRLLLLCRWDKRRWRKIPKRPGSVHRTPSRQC
CRFR2-BP ag: agonists of human CRF-binding protein/CRF-R2 receptor complex | HEK293 CRF-R2/CRF-BP, calcium dye fluorescence (FLIPR); percent of saturating CRF peptide response | activation, % at 13.2 µM | 350,000 compounds, 0.46% hits;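 active means activation of at least 50%, plus an integration ratio under a set limit after plate pattern correction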;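 further: plate controls were neutral control wells without compound for no effect and CRF at EC100 for full effect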
The depositor's hits bear a star; · = no result given.

SMILES	CHRM5 agonist	CRFR2-BP antag	CHRM4 PAM	CHRM5 antagonist	M4 ag	M5 PAM	CHRM4 antagonist	M1 PAM	CRFR2-BP ag
COc1ccc2cc3c(N)nn(C(=O)c4ccc(Cl)c([N+](=O)[O-])c4)c3nc2c1	-2	0	14	3	1	-1	-1	3	-0.8
O=C(O)CCN1C(=O)c2ccncc2C1=O	0	4	5	0	0	-5	4	6	1.5
COc1ccc(CNCCCO)cc1OC	0	19	-2	0	2	-1	-5	6	2.2
COc1ccc(/C=C2\NC(=O)C(C=NCc3ccccc3)=C2O)cc1	1	-72	0	-3	2	-9	4	-1	0.3
CCc1c(C)nc2ccc(Br)cc2c1Cl	-2	27	-3	1	3	-10	0	-5	1.9
O=C(Nn1cc(C(=O)Nc2ccc(F)cc2F)c2ccccc2c1=O)c1cnccn1	4	-2	-1	9	0	3	3	2	-0.6
CCC/C(C)=N\Nc1nc2c(c(=O)n(C)c(=O)n2C)n1C	5	1	-1	0	1	7	-1	3	0.8
CC(C)NC(=O)CN1CCC(O)(c2ccccc2)CC1	1	1	-2	-4	1	4	6	5	-1.2
O=C(Nc1ccc2c(c1)OCCO2)c1ccoc1	-3	-2	-8	-4	0	1	-4	7	-0.2
COc1ccc(-c2csc(NC(=O)c3ccc(N4C(=O)CCC4=O)cc3)n2)cc1OC	3	-11	-17	11	18	-18	4	-11	3.9
Cc1ccc(C=Nc2ccc(N(C)C)cc2)o1	0	0	4	2	0	-3	-11	7	1.1
COc1ccc(CCNC(=O)CCC(=O)Nc2nnc(C(C)C)s2)cc1OC	-3	-6	8	6	1	7	2	-3	-1.2
O=C(Nc1ccccc1C(=O)NCc1cccnc1)c1ccc(Cl)cc1Cl	1	-31	1	8	12	-9	-13	2	-0.1
COc1ccc(-c2c3c(nc4sc5c(=O)[nH]c(C)nc5c24)CCC3)cc1	-1	-1	12	2	1	1	-11	5	1.1
Cc1oc(CC(C)C)cc1C(N)=O	-3	1	12	-2	0	3	3	9	1.8
O=C(c1ccc2c(c1)OCO2)N1CCc2ccccc2C1	1	8	-4	7	1	-3	-3	0	0.4
O=C1[C@@H]2[C@@H]3C[C@@H]([C@H]4ON=C(c5ccc(Cl)cc5)[C@@H]34)[C@@H]2C(=O)N1C1CCCCC1	-1	-129	-4	6	0	-1	-3	2	2.5
Nc1nc(SCC(=O)Nc2cccnc2Cl)n[nH]1	0	-5	-7	-9	1	3	-6	-2	-1.1
CC(=O)Nc1sc2c(c1C(c1cccc(Cl)c1)N1CCN(CCO)CC1)CCCC2 (configuration not stated)	-4	-19	-10	9	5	-24	-11	-10	10
C=C1CCC2[C@](C)(CO)[C@H](O)CC[C@@]2(C)[C@@H]1/C=C/C1=CCOC1=O (some centres not stated)	1	-5	1	8	6	-3	-6	0	-0.3

Looked up one by one from above (6):
SMILES	CHRM5 agonist	CRFR2-BP antag	CHRM4 PAM	CHRM5 antagonist	M4 ag	M5 PAM	CHRM4 antagonist	M1 PAM	CRFR2-BP ag
COc1ccc(CNCCCO)cc1OC	0	19	-2	0	2	-1	-5	6	2.2
Cc1ccc(C=Nc2ccc(N(C)C)cc2)o1	0	0	4	2	0	-3	-11	7	1.1
O=C(Nn1cc(C(=O)Nc2ccc(F)cc2F)c2ccccc2c1=O)c1cnccn1	4	-2	-1	9	0	3	3	2	-0.6
COc1ccc(/C=C2\NC(=O)C(C=NCc3ccccc3)=C2O)cc1	1	-72	0	-3	2	-9	4	-1	0.3
COc1ccc2cc3c(N)nn(C(=O)c4ccc(Cl)c([N+](=O)[O-])c4)c3nc2c1	-2	0	14	3	1	-1	-1	3	-0.8
O=C(O)CCN1C(=O)c2ccncc2C1=O	0	4	5	0	0	-5	4	6	1.5

(more compounds)
SMILES	CHRM5 agonist	CRFR2-BP antag	CHRM4 PAM	CHRM5 antagonist	M4 ag	M5 PAM	CHRM4 antagonist	M1 PAM	CRFR2-BP ag
O=C(NCC(c1ccco1)N1CCOCC1)c1ccccc1 (configuration not stated)	-1	6	15	3	1	-3	-16	6	4.8
COc1cccc(-c2ccc(SCc3ccccn3)nn2)c1	-4	-2	12	2	3	5	0	11	-0.5
Nc1ccc2c3c(cccc13)C(=O)N(c1ccccc1)C2=O	45*	-227	-28	23	70*	-20	31*	-24	235*
CC(=O)O[C@@H]1C[C@H]2C(C)=C[C@H]3OC(=O)[C@@H](C)[C@H]3C[C@H]2[C@]1(C)O	2	-10	10	2	2	6	7	0	0.3
Cc1csc(SCCn2c(N3CCN(c4ccccc4)CC3)nc3c2c(=O)[nH]c(=O)n3C)n1	1	-6	7	-1	10	-8	-7	-4	-2.0
Cn1c(=O)c2c(ncn2Cc2ccc(Cl)c(Cl)c2)n(C)c1=O	7	-15	-1	-3	5	1	-3	1	0.2
COc1ccccc1OCCNC(=O)c1cc(F)c(F)cc1Cl	-1	17	-3	-3	0	-2	8	3	0.7
OCC[C@H]1C[C@@H](O)[C@H](O)[C@@]2(Cc3ccccc3CCO2)O1	0	-3	6	11	2	-2	6	9	-1.0
CC(=O)NCCC(=O)NCC1(N(C)Cc2ccccc2)Cc2ccccc2C1	-1	6	0	9	1	-5	-4	8	1.1
COc1cccc(C(=O)Nc2c[nH]c(=O)[nH]c2=O)c1	3	-3	7	2	0	11	-1	12	1.9
Cc1cccc(C)c1NC(=O)C[N+](C)(C)CC(O)COc1cccc2ccccc12 (configuration not stated)	-12	7	-1	0	1	2	0	-1	1.5
COCOc1ccc(-c2cc(=O)c3c(OCOC)cc(OCOC)cc3o2)cc1	2	4	5	2	5	-5	-19	3	1.2
COc1ccc(NC(=O)c2cn(CCC#N)nc2-c2cccs2)cc1	-3	36	8	-12	3	3	-13	0	1.1
O=c1nc(NC2CCCC2)ccn1Cc1cccc(Br)c1	1	4	-4	-13	-1	3	17	1	0.0
c1ccc(-c2csc3nnc(SCc4ccc5c(c4)OCCO5)n23)cc1	-10	18	-8	6	-2	2	1	-6	-1.1
CCOC(=O)c1ccc(N2C(=O)c3n[nH]c(C)c3C2c2ccc(OC)cc2OC)cc1 (configuration not stated)	-3	-3	21	5	-3	-3	3	6	1.0
Cc1cc(Cl)ccc1OCc1nc(-c2ccc(O)cc2)n[nH]1	13	-46	12	1	8	5	1	11	5.0
Fc1cccc(NC(=S)NNc2c3ccccc3nc3ccccc23)c1	1	-5	-4	-1	4	1	-12	3	-0.7
O=C(O)C1CCN(C(=O)CSc2nc3ccccc3c(=O)n2Cc2ccccc2)CC1	-2	0	-3	5	0	8	11	10	1.3
COc1ccc([N+](=O)[O-])cc1NC(=O)c1cc(C)c(C)o1	1	-1	2	0	0	0	-1	12	-1.1

Marked active in M4 ag (from the list above):
SMILES	CHRM5 agonist	CRFR2-BP antag	CHRM4 PAM	CHRM5 antagonist	M4 ag	M5 PAM	CHRM4 antagonist	M1 PAM	CRFR2-BP ag
Nc1ccc2c3c(cccc13)C(=O)N(c1ccccc1)C2=O	45*	-227	-28	23	70*	-20	31*	-24	235*

The results go on.
SMILES	CHRM5 agonist	CRFR2-BP antag	CHRM4 PAM	CHRM5 antagonist	M4 ag	M5 PAM	CHRM4 antagonist	M1 PAM	CRFR2-BP ag
CS(=O)(=O)/C(C#N)=C/c1cccn1S(=O)(=O)c1cccc2ccccc12	-1	·	-6	-5	16	-5	-33	-3	·
CC(NC(=O)CSc1nnc2n1CCCCC2)c1ccccc1Cl (configuration not stated)	1	-8	10	-2	2	5	3	-5	1.6
Cc1ccc(C2NC(=O)c3c(sc(C)c3C)N2)c(O)c1 (configuration not stated)	4	-18	1	-1	2	0	4	10	0.7
CN1C(=O)C(CC(=O)Nc2ccc(Cl)cc2)N(Cc2ccco2)C1=S (configuration not stated)	4	-29	-3	-9	2	-6	0	5	6.7
O=C(c1ccc(-n2ccnc2)cc1)N1CCCC(CO)(Cc2cccc(Cl)c2)C1 (configuration not stated)	-3	2	4	-18	8	-1	-10	2	0.0
S=C(CSc1ccccc1)Nc1cccc2ccccc12	-2	-17	3	5	-1	0	5	10	0.0
COc1ccc(NC(C)C(=O)Nc2cccc(S(=O)(=O)N3CCOCC3)c2)cc1OC (configuration not stated)	2	-11	8	9	2	2	-2	15	1.3
CCn1cc(C(=O)N2CCc3ccccc32)c(=O)c2cc(S(=O)(=O)N(C)C3CCCCC3)ccc21	-1	-93	-5	12	13	-17	3	-6	4.7
Cc1[nH]c(=O)[nH]c(=O)c1N1CCOCC1	-1	7	-7	-1	0	15	8	11	2.3
CCCCNC(=O)C1c2ccccc2C(=O)N(c2ccc(OC)cc2)C1c1ccc(OC)cc1 (configuration not stated)	-11	-12	-1	7	2	-3	-1	7	0.3
COc1ccc(-n2nc(C(=O)NCC(=O)N3CCCCC3)c3ccccc3c2=O)cc1	-1	-1	1	5	10	-5	-6	9	-2.1
CC(C)c1nnc(NC(=O)CCCC(=O)O)s1	-2	16	7	2	2	-4	5	8	-1.3
CCc1nc(SCC(=O)c2ccccc2)c2ccccc2n1	-2	-6	3	-6	2	2	-9	0	-0.9
O=C(OCC(=O)N1CCOCC1)c1ccccc1OCc1ccc(Cl)cc1	0	-7	-3	16	5	-3	3	-2	1.4
O=C(NCc1cc(Cl)cc(Cl)c1)c1csc(COCCO)n1	0	·	3	-2	1	1	-5	0	·
COc1ccc(-c2cccc(NS(=O)(=O)c3cc([N+](=O)[O-])ccc3Cl)c2)nn1	4	0	-7	12	10	-7	-1	-6	-1.1
Nc1ccc(NC(=O)c2cccs2)cc1	2	-3	-9	14	7	-5	8	4	1.0
Nc1ccccc1-c1ccc([N+](=O)[O-])cc1	-2	17	2	9	0	5	-4	3	-0.6
CCCCCCN1C2=NCCCN2c2ccccc21	-13	-4	-22	12	4	-6	22	-2	2.9
CCOc1ccccc1NC(=O)C(OC(=O)c1ccccc1O)c1ccccc1 (configuration not stated)	-1	6	12	1	-1	-2	-16	-9	-0.4
CCOc1cc(C2NC(=S)NC(C)=C2C(=O)Nc2ccccc2)ccc1O (configuration not stated)	3	4	0	-1	0	-2	-2	6	1.5
